Screening data (PubChem BioAssay)
mcGAS RapidFire: inhibitors of mouse cGAS; Q8C6L5; recombinant mouse cGAS, cGAMP by RapidFire MS; inhibition, % at 12.5 µM; hit rate 0.18% among 130,000; AID 1259397;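 active = inhibition of cGAS enzyme activity at or above 60%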;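 note: enzyme stimulated by 45 bp dsDNA with ATP and GTP substrates; cGAMP share of summed cGAMP plus half ATP and half GTP signals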
Target sequence (Q8C6L5 whole entry, looked up): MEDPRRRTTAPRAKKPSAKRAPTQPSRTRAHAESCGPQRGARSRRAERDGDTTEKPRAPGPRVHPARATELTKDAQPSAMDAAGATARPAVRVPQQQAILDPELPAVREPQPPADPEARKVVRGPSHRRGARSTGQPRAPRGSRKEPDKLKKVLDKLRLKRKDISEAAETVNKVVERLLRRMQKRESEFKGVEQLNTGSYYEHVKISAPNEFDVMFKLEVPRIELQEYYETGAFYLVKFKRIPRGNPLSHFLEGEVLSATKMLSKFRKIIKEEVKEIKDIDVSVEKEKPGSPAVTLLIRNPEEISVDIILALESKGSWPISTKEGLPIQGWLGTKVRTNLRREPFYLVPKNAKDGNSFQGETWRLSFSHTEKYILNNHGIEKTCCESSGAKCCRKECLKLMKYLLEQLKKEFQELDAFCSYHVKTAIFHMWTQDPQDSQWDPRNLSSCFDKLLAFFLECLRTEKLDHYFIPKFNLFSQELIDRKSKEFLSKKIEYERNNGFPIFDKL
An asterisk follows results filed as active; & = joins results of further samples. A portion of the library. The share of hits here may be higher or lower than overall.

SMILES	mcGAS RapidFire
CC(C)(C)N=C1NN=C(c2c[nH]c3ccccc23)CS1	12
CCc1nnnn1CC(=O)Nc1c(Br)cc(C)cc1Br	-7
Cn1c(CN(C2CCCC2)C2CC2)nnc1C1CC1	-10
Cc1cc2c(=O)n(C)c(SCC(=O)NC3CCCC3)nc2s1	1
Cc1ccc2c(c1)NC(=O)c1cc(NS(=O)(=O)c3ccc(C)s3)ccc1O2	-1
CC(O)Cn1c(SCC(=O)NC2CC2)nc2ccc(Br)cc2c1=O (centres undefined)	-3
Cc1nn(C(C)C)c(C)c1NC(=O)CSc1ccccc1	4
CCS(=O)C1CCCC(NCc2ccc(C)o2)C1 (centres undefined)	3
c1cc(CN2CCN3CCCC3C2)n(-c2nccs2)c1 (centres undefined)	-15
COc1cccc(CN2CCCC3(CCN(C(=O)c4cscn4)C3)C2)c1OC (centres undefined)	11
CCC(=O)N1CCN(C(=O)C(NC(=O)c2ccccc2OC)S(=O)(=O)c2ccccc2)CC1 (centres undefined)	-13
Cc1nn(-c2ccccc2)c(N)c1C(O)(CC(=O)C(F)(F)F)C(F)(F)F (centres undefined)	26
O=C(CCC1CCN(C(=O)CCn2cccn2)CC1)Nc1ccc(F)c(Cl)c1	-9
COC(=O)C1C2C=CC3(CN(Cc4cccs4)C(=O)C13)O2 (centres undefined)	10
CN(CCO)c1ccc(F)cc1S(=O)(=O)C(F)(F)F	-4
O=C(Nc1ccccc1C(=O)N1CCCC1)c1ccc2ccccc2c1	-10
CN(c1ccc(Oc2ccccc2)cc1)S(=O)(=O)c1cc(C(N)=O)n(C)c1	-11
CC(C)N1C(=O)C2ON(c3ccc(Cl)cc3)C(c3cccc([N+](=O)[O-])c3)C2C1=O (centres undefined)	-10
CCc1ncc(-c2nccn2Cc2ccccc2-n2cccn2)cn1	-12
Cc1ccc(CN2CCNC(=O)C2CC(=O)N2CCC(CN3CCCC3=O)CC2)cc1 (centres undefined)	-9

5 records drawn at random from those above, as already listed:
SMILES	mcGAS RapidFire
O=C(Nc1ccccc1C(=O)N1CCCC1)c1ccc2ccccc2c1	-10
CN(CCO)c1ccc(F)cc1S(=O)(=O)C(F)(F)F	-4
CCc1ncc(-c2nccn2Cc2ccccc2-n2cccn2)cn1	-12
O=C(CCC1CCN(C(=O)CCn2cccn2)CC1)Nc1ccc(F)c(Cl)c1	-9
COC(=O)C1C2C=CC3(CN(Cc4cccs4)C(=O)C13)O2 (centres undefined)	10

(more compounds)
SMILES	mcGAS RapidFire
CN1CCN(C(=O)CCC2CCCN(C3CCN(c4ccccc4)CC3)C2)CC1 (centres undefined)	-2
NC(=O)c1ccc(OCCC(=O)Nc2ccsc2)cc1	-15
CCCC(=O)Nc1oc2c(C)cccc2c(=O)c1-c1ccc2c(c1)OCO2	-2
Cc1ccn2cc(CNS(=O)(=O)N3CC(C)CC(C)C3)nc2c1 (centres undefined)	6
CCC(CN1CCCC1)NC(=O)C1CCCN(C(=O)C(C)(C)C)C1 (centres undefined)	-5
COc1ccc(NC(=O)CCCc2cccs2)cc1S(=O)(=O)N1CCCCC1	-5
NC(=O)CN(C1CCCC1)S(=O)(=O)c1cccc(OC(F)(F)F)c1	-3
CCOC(=O)C1(Cc2ccccc2C(F)(F)F)CCN(C(=O)c2ccccn2)CC1	-1
Cc1nn2cc(CNC(=O)c3ccc(C#CC(C)(C)O)o3)nc2s1	-30
CCN(Cc1nc(COC)no1)C(=O)c1cc(-c2ccccc2)nn1C	-12
C=CCC(O)(CC=C)c1ccc(CN(CCC)Cc2ccccc2F)o1	-6
c1ccc(-c2n[nH]c(-c3ccccn3)n2)nc1	0
COc1ccccc1/C=C/C=C1/N=C(c2cc([N+](=O)[O-])ccc2OC)OC1=O	-7
CC(C)NCC(O)c1ccc2ccccc2c1 (centres undefined)	-5&-4&1
CC(=O)Nc1ccc(CN(C)Cc2snnc2C)cc1	-19
CCOC(=O)c1cccc(N(CC)Cc2nc(C)c(C)o2)c1	-2
Cc1sc2ccccc2[n+]1CCCS(=O)(=O)O	-9
Cc1nc(NC(=O)Cc2cccc(C(F)(F)F)c2)sc1C	-20
CCOc1ccc2nc(SCC(OCC)OCC)[nH]c2c1	3
Cc1cc(C(=O)NCc2ncc(C(C)(C)C)o2)nn1-c1ccccc1	-6
Cc1cccc(C(=O)Nc2ccc(N(C)C)nc2)n1	-1
C[C@H](NC(=O)CC1CC2(CCNCC2)c2ccccc21)[C@@H](O)c1ccccc1 (some centres undefined)	-4
Cc1ccc(-c2nnc3c4ccccc4c(C)nn23)cc1S(=O)(=O)N(C)CCO	0
CCCCCCc1nc(C(N)=O)c2[nH]c(=O)n(-c3ccc(OCC)cc3)c2n1	-5
CN(C)C(=O)c1cc(=O)[nH]c2ccc(S(=O)(=O)Nc3ccc(F)cc3)cc12	-13
COc1ccc(OC)c(NC(=S)NCCCN2CCOCC2)c1	-7
OCCC1CN(Cc2ccc3cc(F)ccc3n2)CCN1Cc1ccsc1 (centres undefined)	3
CCOC(=O)N1CCN(C(=O)c2c(F)c(F)c3c(c2F)N(CC2CCCO2)CCS3(=O)=O)CC1 (centres undefined)	0
CN(C)S(=O)(=O)N1CCN(c2nc3ccccc3o2)CC1	-17
CC(C)c1ccc(-c2noc(Cn3nc(-c4ccco4)oc3=O)n2)cc1	2
Cc1nc(CNC(=O)N2CCC(CSc3ccccc3)C2)oc1C (centres undefined)	-15
CC1CCCN(CCNC(=O)c2ccn(-c3cccc(F)c3)n2)C1 (centres undefined)	-11
O=C1C2C3CCC(O3)C2C(=O)N1Cc1ccncc1 (centres undefined)	-7
O=C(c1ccccc1)N1CCc2ccc([N+](=O)[O-])cc2C1	-4
Cc1cccc(-n2ncc(C(=O)O)c2-c2ccccc2)c1	-2
CC(NS(=O)(=O)N(C)C1CCCCC1)c1cc(F)ccc1F (centres undefined)	-10
Cc1cccc(CNC(=O)[C@@H]2C[C@@H](N)CN2)c1	-15
CCOC(=O)c1sc(NC(=O)c2ccc3c(c2)NC(=O)CS3)cc1C	-20
Cc1cccc(S(=O)(=O)NC(=O)C2(C)CCN2C(=O)Cc2cccc3ccccc23)c1 (centres undefined)	-8
CSCC(=O)N1CCC2(CCCN(CC3CCC3)C2=O)C1 (centres undefined)	5
Cc1ccc(-c2nc(CN3C[C@@H](C)NC[C@@H]3C)c(C)o2)s1	-12
CC1CCCC(NS(=O)(=O)C2=Cc3ccccc3CC2)C1C (centres undefined)	-1
Cc1nc2sc(C#N)c(N)c2c(C)c1C	0
O=C(O)CSCC(=O)N1CCOCC1	16
Cc1cc(NC(=O)c2cc(C)n(C(C)C)c2C)ccc1Oc1cccnc1	-1
CC(C)CN1CCC(NC(=O)N(C)C2CCc3ccccc32)CC1 (centres undefined)	3
COc1cc(C(=O)NC(C)C)c(Br)c(OC)c1OC	-12
CCOc1ccccc1NS(=O)(=O)c1cccc(Cl)c1	-8
O=C(Nc1ccc(-c2cscn2)cc1)C1CCCN(C(=O)c2cnsn2)C1 (centres undefined)	5
CCN1CC(C)C(O)(c2ccccc2)CC1C (centres undefined)	-3
Additional structures follow.
SMILES	mcGAS RapidFire
CC(C)(C)N1C(=O)C2C3C=CC(C2C1=O)C1C(=O)N(C(C)(C)C)C(=O)C31 (centres undefined)	-7
CSc1ccc(C(=O)CCC(=O)Nc2ncc(C)s2)cc1	-3
CC1CCN(Cc2nnnn2CCCC(=O)NCC2CCN(Cc3ccccc3)C2)CC1 (centres undefined)	3
CCN1CCC[C@H]1CNC(=O)c1cc(S(N)(=O)=O)ccc1OC	0
Cc1noc(C)c1COc1ccc(CC(=O)NC2CC3CC2C2CCCC32)cc1 (centres undefined)	-7
COC(=O)c1ccc(-c2noc(CN(C)CC3COc4ccccc4O3)n2)cc1 (centres undefined)	-10
O=C(Nc1ccc2c(c1)OCCO2)N1CCN(c2ccc(Nc3cccnc3)nn2)CC1	-3
Nc1cccn2cc(-c3cccs3)nc12	-2
Cc1cnc(N2CCOCC2C)nc1N1CCOCC1C (centres undefined)	-17
CC(C)(C)NCCCN	-1
CSc1nc2ncc3c(=O)n(CCc4cccs4)ccc3n2n1	-3
Cc1nc(Cc2nnc(SCC(=O)c3c(N)n(C4CC4)c(=O)[nH]c3=O)o2)cs1	-1
COc1ncc(CN(C)Cc2noc(C)n2)cn1	-42
O=C(c1cc(Cl)c[nH]c1=O)N1CCC(c2cc(Cc3ccccc3)[nH]n2)CC1	-22
Cc1ccc(-n2cccn2)c(CN2CCC(CO)(CC3CCCCO3)CC2)c1 (centres undefined)	-1
NC(=O)Cn1cc(NC(=O)c2ccc(N3CCCC3)c(F)c2)cn1	-22
CC(C)NC(=O)N1CCN(Cc2coc(-c3ccc(F)cc3)n2)CC1	-9
COC(=O)c1cc(C#N)c(=O)n(CC(=O)NC2(c3ccccc3)CCC2)c1	-2
CCC1CN(Cc2ccc(OCc3ccccn3)cc2)CCN1C(C)C (centres undefined)	-6
COc1ccccc1-c1ncc(CN2CCC3(CCCN(CC4CCC4)C3)C2)cn1 (centres undefined)	1

Gathered by group: the compounds so far containing an aryl thioether with sulfur outside any ring
SMILES	mcGAS RapidFire
Cc1cc2c(=O)n(C)c(SCC(=O)NC3CCCC3)nc2s1	1
CC(O)Cn1c(SCC(=O)NC2CC2)nc2ccc(Br)cc2c1=O (centres undefined)	-3
Cc1nn(C(C)C)c(C)c1NC(=O)CSc1ccccc1	4
CCOc1ccc2nc(SCC(OCC)OCC)[nH]c2c1	3
Cc1nc(CNC(=O)N2CCC(CSc3ccccc3)C2)oc1C (centres undefined)	-15
CSc1ccc(C(=O)CCC(=O)Nc2ncc(C)s2)cc1	-3
CSc1nc2ncc3c(=O)n(CCc4cccs4)ccc3n2n1	-3
Cc1nc(Cc2nnc(SCC(=O)c3c(N)n(C4CC4)c(=O)[nH]c3=O)o2)cs1	-1

The listing continues:
SMILES	mcGAS RapidFire
COCCCn1c(O)c(C=Nc2cc(OC)ccc2OC)c(C)c(C#N)c1=O	-4
O=C(Nc1ccc(-n2ccnc2)c(F)c1)C1CCN(C(=O)C2CC2)CC1	-8
CC(C)(C)n1ncc2c(=O)n(NC(=O)c3ccc4c(c3)OCO4)cnc21	-1
CCn1cc(C(=O)O)c(=O)c2cc3c(cc21)OCO3	-9
COc1ccc(OC)c(S(=O)(=O)NC(=O)C2(C)CCN2C(=O)Cc2cc(C)cc(C)c2)c1 (centres undefined)	-6
N#CCN(Cc1ccccc1)C(=O)COc1ccccc1C(F)(F)F	-4
COC(=O)C1(F)CCN(C(=O)NC(C)c2ccc(C)cc2)C1 (centres undefined)	-3
O=C(Nc1cnc2sc3ccccc3n2c1=O)c1ccccc1	0
CCn1cc(C(=O)O)c(=O)c2cnc(N3CCCC3)nc21	78*
O=C(O)c1cc(S(=O)(=O)Nc2ccc(N3CCCCC3)cc2)c(Cl)cc1Cl	22
Cc1ccsc1CN(C)Cc1ncccc1C(=O)O	-13
CCN(CC1CCCO1)C(=O)c1ccc(OC2CCN(S(=O)(=O)N(C)C)CC2)cc1 (centres undefined)	-6
Cc1onc(-c2ccccc2)c1C(=O)NCc1ccccc1	-7
CN(Cc1nccs1)C(=O)CC(c1ccccc1)c1ccc(Cl)cc1 (centres undefined)	-7
Cc1ccnc(C(NC(=O)c2ccccc2-n2cncn2)C2CC2)c1 (centres undefined)	-9
O=C(Nc1nc(CN2CCCCC2)cs1)NC12CC3CC(CC(C3)C1)C2	-1
Cc1nc(C(F)(F)F)ccc1C(=O)N1CCC1(C)C(=O)NS(=O)(=O)c1ccc2ccccc2c1 (centres undefined)	-16
O=C(Cc1ccc(F)cc1)NNS(=O)(=O)c1cccc(F)c1	-9
O=C1CC(C(=O)N(Cc2ccccc2F)C2CC2)CCN1 (centres undefined)	-17
O=C(NCC(=O)N1CCCc2ccccc21)c1cc2c(s1)CCC2	-11

Two of the compounds above, bar-delimited.
structure | mcGAS RapidFire
O=C1CC(C(=O)N(Cc2ccccc2F)C2CC2)CCN1 (centres undefined) | -17
O=C(NCC(=O)N1CCCc2ccccc21)c1cc2c(s1)CCC2 | -11

More structures
SMILES	mcGAS RapidFire
CNC(=S)N1N=C(c2cccc(C)c2)CC1c1ccc(OC)c(OC)c1 (centres undefined)	3
COc1ccc(-n2nnnc2SCc2cc3c(cc2Br)OCO3)cc1	0
CN(C)C(=S)SCC(=O)Nc1ccc(F)cc1	2
CC(C)c1ccc(OCC(=O)NNC(=O)C2COc3ccccc3O2)cc1 (centres undefined)	-10
Cc1ccc(/C=C/c2nc(=S)n(CN(C)Cc3c(C)nn(C4CCS(=O)(=O)C4)c3C)[nH]2)o1 (centres undefined)	-4
CC(C)C(NC(=O)c1ccco1)C(=O)Nc1nc2cc3c(cc2s1)OCCO3 (centres undefined)	-5
Fc1ccc(N2CCCN(Cc3ncc[nH]3)CC2)cc1	-15
COCc1cccc(C(=O)OCC2CCCOC2)c1 (centres undefined)	-4
N#Cc1ncn(CCC(=O)Nc2ccc(F)c(F)c2)n1	3&3
Cn1ccc(NC(=O)c2ccc(S(=O)(=O)C(F)F)cc2)n1	-6
CNC(=O)[C@@H]1C[C@@H](N)CN1Cc1c(C)nn(C)c1Oc1ccc(Cl)cc1	-12
COc1cc(Br)c(S(=O)(=O)Nc2ccc(Cl)c(O[C@@H]3CCN(C)C3)c2)cc1OC	37
Cc1ncc(C[n+]2csc(C)c2C)c(N)n1	19
CCOc1ccc(Nc2nc(N)c([N+](=O)[O-])c(NCc3ccco3)n2)cc1	-20
COc1ccc(-n2ccc3c(cnc4nc5ccccc5n43)c2=O)cc1	0
CCc1ccsc1C(=O)N(C)C(C)CC#N (centres undefined)	-12
CCOC(=O)C1(C)CCN1C(=O)c1ccc(SC(F)(F)F)cc1 (centres undefined)	2
CC[C@H]1C[C@@H](NC(C)=O)C[C@@H](c2cccc(Oc3ccccc3)c2)O1	-8
COCC(C)NC(=O)c1c(C(F)(F)F)nn(C2CCCN(C(C)C)C2)c1C (centres undefined)	-6
CCCN1C(=O)c2ccc(Cl)cc2NC1c1cnc(-c2ccccc2)nc1 (centres undefined)	1
O=C(NCC1COCCO1)c1nn(-c2ccc(Cl)cc2)c2c1CCCCC2 (centres undefined)	-12
